BRCA1 expr act = qHTS Assay to Identify Small Molecule Activators of BRCA1 Expression. Potency, µM (highest dose often 46.1 µM), for the others: top-dose activation, actives largely listed as activators. MCF7-BRCA1-FFLuc reporter, luminescence, 48 h; response scale: scaled: vehicle 0%, 10 µM genistein 100%. 1.1% of 380,000 active. AID 624202, 2012; active = well fitted activation curve with a large enough effect; also: nearly all actives have a fitted effect of over 80% in size; some results filed as inactive show a strong effect at the top dose
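First, MCF7-BRCA1-FFLuc cells (2000/well) attach for 2 h; next, compounds are pin-added and incubated 48 h at 37 °C; finally, luciferase reagent is added and luminescence read after 15 min.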
* = called active by the depositor; & = joins results of further samples. Potency is read from the fitted curve at half-maximal effect. Some of the compounds tested (hit frequency here may not be typical).

SMILES	BRCA1 expr act
CC1(C(=O)NC2CCCC2)CCC(=O)N1CCc1c[nH]c2ccccc12 (configuration not stated)	21%
Cc1ccc2oc(-c3ccc(C)c(NC(=O)COc4ccc(Cl)cc4)c3)nc2c1	-1%
Cc1cccc(NC(=O)COC(=O)c2nn(-c3ccccc3C(F)(F)F)cc2O)c1C	-12%
CC1CCCN(C(=O)c2cccc(S(=O)(=O)NCc3ccccc3)c2)C1 (configuration not stated)	-7%
COCCNC(=O)C[C@@H]1C[C@H]2c3cc(NC(=O)Nc4ccc(F)cc4)ccc3O[C@H]2[C@H](CO)O1	4%
COC(=O)c1c(NC(=O)c2ccc(S(=O)(=O)N3CC(C)OC(C)C3)cc2)sc2c1CCN(C)C2 (configuration not stated)	-28%
CCOC(=O)N1CCN(C2=C(NS(=O)(=O)c3ccc(Br)cc3)C(=O)c3ccccc3C2=O)CC1	-73%
CC1(Cc2ccccc2OC(F)(F)F)C(=O)Nc2ccc(OC(F)(F)F)cc21 (configuration not stated)	-18%
Cn1ccc2c(N3CCC3)cc3c(c21)C1CCC3O1 (configuration not stated)	-8%
OC(c1ccccc1)(c1ccccc1)C1CCN(CCCOc2cccc(OC(F)(F)F)c2)CC1	-62%
CCNC(=O)C1CCCN(C(=O)c2cccc(Cl)c2)CC1 (configuration not stated)	6%
CC(=O)NC(Cc1ccc([N+](=O)[O-])cc1)C(=O)NCC(N)C(=O)c1ccccc1 (configuration not stated)	-41%
CC1(c2ccc3c(c2)OCCCO3)NC(=O)N(CC(=O)NCCc2ccc(F)cc2)C1=O (configuration not stated)	-22%
O=S1(=O)N[C@@H](c2ccccc2)COc2cc(Br)ccc21	4%
O=c1ccn([C@@H]2O[C@H](CNCc3ccccc3OCc3ccc(Cl)cc3Cl)[C@@H](O)[C@H]2O)c(=O)[nH]1	-6%
O=C(Nc1ccc2ccccc2c1)c1nc(S(=O)(=O)Cc2ccccc2F)ncc1Cl	-61%
COc1ccc(C(C)(NC(C)=O)c2nc(-c3cccc(C#N)c3)cs2)cc1 (configuration not stated)	1%
Cc1csc(-c2ccc3cc(Cl)cc(Cl)c3n2)n1	0%
CCCCC(=O)N(C)c1c(CC)nc2c(OCc3ccc(Cl)cc3Cl)cccn12	-60%
Oc1ccccc1-c1cnc2cccnn12	16%
CC(=O)C1=CCC(c2ccccc2)N(S(=O)(=O)c2ccccc2)C1 (configuration not stated)	-18%&9%
Nc1nc2c(ncn2[C@@H]2O[C@H](CNC(=O)[C@H](N)C3CCCCC3)[C@@H](O)[C@H]2O)c(=O)[nH]1	2%
c1cnc2c(-c3cccc4nccn34)cccc2c1	9%
CN1OC[C@@H]2CN(C(=O)NC3CCCCC3)[C@H](c3ccc(N4CCCCC4)cc3)C[C@@H]21	10%
Cc1cccc(S(=O)(=O)NC(=O)C2(C)CCN2C(=O)Cc2ccccc2)c1 (configuration not stated)	0%
CC(=O)C1=CCC(c2ccco2)N(S(=O)(=O)c2ccc(C)cc2)C1 (configuration not stated)	4%
CCCCc1ccc(S(=O)(=O)NC(=O)C2(C)CCN2C(=O)C/C=C/c2ccccc2)cc1 (configuration not stated)	9%
COc1cc(OC)cc(-c2c(Sc3ccccc3)c3cc(-c4cnc(N5CCOCC5)nc4)ccc3n2C)c1	-8%
C[C@H](CO)N1C[C@H](C)[C@@H](CN(C)C(=O)Nc2ccc(F)cc2)OCc2cnnn2CCCC1=O	-4%
COc1ccc(C2=Cc3ccccc3C(CC(=O)C3CC3)N2c2ccc(C#CCCO)cc2)cc1 (configuration not stated)	-15%
CNc1c(Br)cc(/C=C2\C=C(C(O)c3cc(Br)c(NC)c(Br)c3)c3ccccc32)cc1Br (configuration not stated)	-16%
C[C@H](O)[C@@H]1CN2CCc3c([nH]c4ccccc34)[C@@H]2C[C@@H]1N(C)C(=O)Nc1cccc2ccccc12	0%
CCOC(=O)C1(C)CCCCCN1C(=O)c1ccc(C(F)(F)F)nc1C (configuration not stated)	-28%
CCCNC(=O)C1(C)CCN(C(=O)c2ccc(OC(F)F)cc2)C1 (configuration not stated)	17%
COc1ccc(C(CC(=O)c2ccc3c(c2)OCO3)C(=O)O)cc1OC (configuration not stated)	5%
CCOC(=O)C1(C)CCCN1C(=O)c1sccc1C (configuration not stated)	1%
CCCCCC(=O)N1C[C@@H](n2cc(COC(=O)c3ccccc3)nn2)[C@H](O)C[C@@H]1c1ccccc1	-29%
CC(C)C[C@H]1COc2cc(N3CCSCC3)ccc2S(=O)(=O)N1	2%
CC(=O)Nc1ccc(S(=O)(=O)c2ccnc3cc(Cl)ccc23)cc1	-61%
Cc1ccc(-c2[nH]ncc2CNCc2ccccc2)cc1	-3%
CNC(=O)C[C@H]1C(=O)N(Cc2ccccc2)C[C@@H]1CSC	7%
COCCNc1nc(NCCOc2ccccc2)c2sc(-c3ccccc3)cc2n1	-53%
O=C1NC[C@H](Cc2ccc(O)cc2)N(C[C@@H]2CCCN2C[C@H](Cc2ccccc2)N2C[C@H](Cc3ccccc3)N(CCc3ccccc3)C(=O)C2=O)C1=O	-2%
Cc1ccc(CNC(=O)CSc2nc(=O)n3ccc(C)cc3n2)cc1	74%
OCCN1CCN(c2ncnc3c2ncn3[C@H]2CN(Cc3ccc(F)cc3)C[C@@H](CO)O2)CC1	10%
CCCN(C(=O)CSc1nnc(-c2ccncc2)n1CCC)c1c(N)n(Cc2ccccc2)c(=O)[nH]c1=O	15%
O=C(O)c1ccc(CNc2ncnc3nc[nH]c23)cc1	0%
O=C(NCC1CCCCC1)c1csc([C@@H]2O[C@H](CO)[C@H](O)[C@H](O)[C@H]2O)n1	-9%
CC(C)NC(=O)Nc1ccc2c(c1)C(=O)N([C@@H](C)CO)C[C@@H](C)[C@H](CN(C)Cc1ccccc1)OCCCC[C@H](C)O2	1%
COc1ccc(S(=O)(=O)N2CCCC(C(=O)N3CCN(Cc4ccccc4)CC3)C2)cc1Cl (configuration not stated)	-34%

Other compounds.
SMILES	BRCA1 expr act
Cc1cccc(NC(=O)c2nc[nH]c2C(=O)NC[C@@H](C)O)c1	-6%
COc1ccc2c(c1)C(CC(C)=O)N(c1ccc(-c3cccs3)cc1)C(c1ccsc1)=C2 (configuration not stated)	-40%
CC(=O)Nc1c(C#N)c(-c2ccccc2)c(C#N)c(=O)n1-c1ccc(C)cc1	16%
CCOC(=O)[C@]12CCC=C1N(Cc1ccco1)C(=O)[C@H](CC(=O)NCC1CCCCC1)C2	12%
CNC(C)C(=O)NC(C(=O)NC(C(=O)Nc1cccc2ccccc12)C(C)C)C(C)C (configuration not stated)	-2%
COc1ccc2c(CN3CCN(Cc4ccccc4)CC3)cc(=O)oc2c1	-11%
CC(C)(C)OC(=O)N1CCCN(C(c2cc3ccccc3o2)c2nnnn2C(C)(C)C)CC1 (configuration not stated)	-22%
C[C@@H]1CN([C@H](C)CO)C(=O)CCCn2nncc2CO[C@H]1CN(C)Cc1ccc(Oc2ccccc2)cc1	-8%
COc1ccc(-c2ccc3c(c2)O[C@@H](CN(C)C(=O)c2ccccc2F)[C@@H](C)CN([C@@H](C)CO)S3(=O)=O)cc1	8%
COc1ccc([C@H]2CN(Cc3ccccc3)C(=O)[C@@H]2CC(=O)Nc2ccccc2)cc1	9%
COc1ccc(Br)c(C(=O)OCC(=O)NC2CCCCCCC2)c1	-2%
CN(Cc1ccccc1)C(=O)c1ncn2c1c(=O)[nH]c1cccnc12	48%
O=C(NCCN1CCC(n2c(=O)[nH]c3ccccc32)CC1)c1ccc(F)cc1Cl	9%
C[C@@H]1CNC(=O)c2c(C(=O)NCc3ccc(CNC(=O)OC(C)(C)C)cc3)ncn21	2%
CCCCN(C)C(=O)c1sc(=O)n(CC(=O)c2ccccc2OC)c1C	15%
CC(=O)NC(c1ccccc1)c1nc(-c2cccc(F)c2)cs1 (configuration not stated)	-9%
Cc1cc(N2CCOCC2)nc2ccc(NC(=O)C3CCCCC3)cc12	45%&54%
CN1CCN(C2CN(Cc3cn(Cc4cccc(Cl)c4)nn3)S(=O)(=O)C2)CC1 (configuration not stated)	23%
CCCS(=O)(=O)NC(=O)C1(C)CCN(C(=O)c2cc(C)oc2C)C1 (configuration not stated)	13%
CCOC(=O)C1=CCC(c2ccc(CC)cc2)N(S(=O)(=O)c2ccc(C)cc2)C1 (configuration not stated)	-1%
C[C@H]1CN([C@@H](C)CO)C(=O)c2cc(C#Cc3ccccn3)cnc2O[C@@H]1CN(C)Cc1ccccc1	-7%
COc1cc(-c2cc(NC=O)c3ncc(-c4cccc(C(=O)N(C)C)c4)n3c2)cc(OC)c1OC	-37%
C[C@@H]1CN([C@H](C)CO)C(=O)CCCn2nncc2CO[C@H]1CN(C)S(=O)(=O)c1ccc(Cl)cc1	-7%
CC(=O)c1cccc(NC(=O)c2ccc(-n3cncn3)c3ccoc23)c1	89%
CCCCCC(=O)N1C[C@H](O)[C@@H](n2cc(COC(=O)c3ccccc3)nn2)C[C@@H]1c1ccc(OC)cc1	2%
C(=Nc1ccc(/C=C/c2ccnc3ccccc23)cc1)c1ccc2c(c1)OCO2	15%
CCNC(=O)C1(C)CCCN(C(=O)c2cc(C)nn2C(C)(C)C)C1 (configuration not stated)	17%
CC(C)Oc1ccc(CN2CCC2(C)C(=O)NCc2ccc(C(F)(F)F)cc2)cc1 (configuration not stated)	-12%
Nc1nc(N)c2cc(Sc3ccc(Cl)cc3)ccc2n1	0%
Cc1ccc(NS(=O)(=O)c2ccc(-n3cccn3)cc2)c(Cl)c1	-15%
Cc1ccc(CN(C)C[C@H]2OCc3cnnn3CCCC(=O)N([C@@H](C)CO)C[C@@H]2C)cc1	4%
COc1ccc(Cl)cc1Cn1c(C)c(C(=O)NCc2ccc(C#N)cc2)sc1=O	-21%
CCC(C)C(NC(=O)c1ccccc1)C(=O)N1CCN(C(=O)c2ccccc2)CC1 (configuration not stated)	0%
CN(C)CCNC(=O)c1cccc(-c2cccc3nccn23)c1	-4%
COc1ccc([C@H]2CC(=O)C[C@@H](CCn3cccn3)O2)cc1	7%
O=C(CCNC(=O)C1CCN(S(=O)(=O)c2ccc(F)cc2)CC1)NCc1ccccn1	1%
COc1cc(/C=C/c2nc3ccccc3nc2/C=C/c2cc(OC)c(OC)c(OC)c2)cc(OC)c1OC	-9%
CN1CCN(c2ccc(-c3cc(NC=O)c4ncc(-c5ccc(F)cc5)n4c3)cc2)CC1	17%
COC(=O)[C@@]1(Cc2ccc(F)cc2)[C@H]2c3cc(C(=O)N4CCCC4)n(C)c3C[C@H]2CN1C(=O)c1ccccc1	0%
O=C(CNC(=O)c1ccc(Br)cc1)OC1CCOC1=O (configuration not stated)	-7%
S=Cc1nc2ccccc2[nH]1	14%
Cc1cccc(-c2ccc3[nH]c4c(c3c2)CCN2C[C@@H]([C@H](C)O)[C@@H](N(C)C(=O)NC3CCCCC3)C[C@@H]42)c1	-75%
CC1(C(=O)NS(=O)(=O)Cc2cccc(Cl)c2)CCN1C(=O)C1(c2ccc(Cl)cc2)CC1 (configuration not stated)	-18%
C=C1C=C(C(F)(F)F)n2ncc(C(=O)NCc3ccc(F)cc3)c2N1	-10%
CC(=O)c1cccc(-c2cnc3c(NC=O)cc(-c4ccccc4F)cn23)c1	-64%
CC1(C)OC(=O)C2(Cc3cc([N+](=O)[O-])ccc3N3CCCCCC32)C(=O)O1 (configuration not stated)	1%
CCOC(=O)C1(C)CCCCCN1C(=O)c1ccc(Cl)nc1 (configuration not stated)	14%
OC(c1ccccc1)(c1nc(-c2csc3ccccc23)cs1)C(F)(F)F (configuration not stated)	-36%
CC(C)Oc1ccc(F)cc1-c1cc(C(=O)NCc2cccs2)[nH]n1	0%
CN(Cc1ccc(Cl)cc1)C(c1cc2ccccc2o1)c1nnnn1C(C)(C)C (configuration not stated)	-8%

The final 3 records of the section above are carried over, then new ones follow.
SMILES	BRCA1 expr act
OC(c1ccccc1)(c1nc(-c2csc3ccccc23)cs1)C(F)(F)F (configuration not stated)	-36%
CC(C)Oc1ccc(F)cc1-c1cc(C(=O)NCc2cccs2)[nH]n1	0%
CN(Cc1ccc(Cl)cc1)C(c1cc2ccccc2o1)c1nnnn1C(C)(C)C (configuration not stated)	-8%
CC(CN1CCCCC1)NC(=O)c1scnc1-c1ccccc1 (configuration not stated)	-8%
O=c1ccn([C@@H]2O[C@H](CNCc3cccn3-c3nccs3)[C@@H](O)[C@H]2O)c(=O)[nH]1	19%
Clc1ccc2nc(-c3cccc(Br)c3)c(Cc3ccccc3)n2c1	11%
COCC(O)Cn1ccnc1[N+](=O)[O-] (configuration not stated)	11%
COc1ncccc1-c1cc2nc(NCCNC(C)=O)n(C)c(=O)c2s1	-1%
Cc1ccc(C2NC(=S)N3C(c4ccc(C)cc4)NC(=S)N23)cc1 (configuration not stated)	-8%

Some of these compounds in order of heavy-atom count, rising:
SMILES	BRCA1 expr act
CC(CN1CCCCC1)NC(=O)c1scnc1-c1ccccc1 (configuration not stated)	-8%
Cc1ccc(C2NC(=S)N3C(c4ccc(C)cc4)NC(=S)N23)cc1 (configuration not stated)	-8%
O=c1ccn([C@@H]2O[C@H](CNCc3cccn3-c3nccs3)[C@@H](O)[C@H]2O)c(=O)[nH]1	19%
CN(Cc1ccc(Cl)cc1)C(c1cc2ccccc2o1)c1nnnn1C(C)(C)C (configuration not stated)	-8%
